Assay outcomes (PubChem)
HEK293 tox: cytotoxicity counter-screen for GLP-1 receptor inverse agonists; HEK293 cAMP-luciferase reporter cells, luminescence, 24 h; Potency, µM (top dose mostly 38.3 µM), for inactives: top-dose activity change, negative = inhibition, usual class: inhibitors; hit rate 0.13% among 410,000;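 note: loss of luciferase light is scored as toxicity; potency is the fitted concentration of half-maximal effect; % is set by controls: 0 for no effect and ±100 for the full control effect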
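Seeding density was 200 cells/uL; after overnight-length (12 h) culture, 23 nL compounds went on for 24 h at 37 °C. Readout used a luciferase detection reagent, luminescence taken after 12 min at room temperature.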
FUS suppressor: suppressors of FUS proteinopathy in yeast; hit rate 0.24% among 390,000; Potency, µM (top dose mostly 76.6 µM), for inactives: at the top dose growth rescue (activation), usual class: activators; S. cerevisiae FUS-expressing, growth rescue, OD600, 24 h; AID 1347120;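 note: potency is the fitted concentration of half-maximal effect; plate controls were DMSO vehicle for no effect and reference control for full effect; nearly all actives have a fitted effect of over 55% in size; some results filed as inactive show a strong effect at the top dose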
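Absorbance at 600 nm, taken 24hr after compound addition, measured rescue of FUS-yeast growth at 30C. Induction used 2% galactose with seeding at OD 0.005. Controls: CP55940 from 92uM final, DMSO only.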
Akt phos inh: Akt phosphorylation inhibition; activity change, % for hits at 50 µM; hit rate 0.32% among 360,000; Neuro2A IGF-stimulated pAkt S473 HTRF, 20 min; hits give low values; AID 651550; in the data active = activity change below about -80%; inconclusive = mostly about -51% to -80%; note: % is set by controls: 0 for no effect and ±100 for the full control effect
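Neuro2A cells (4,500/well, DMEM with 0.5% FBS) were treated with compound at a single 50 µM final concentration, stimulated with 6 nM IGF for 20 min at 37 °C, and lysed. Phospho-Akt Ser473 was read by HTRF as 665/615 ratio ×10^4.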
Mm-Cpn inhibitor: inhibitors of Methanococcus maripaludis chaperonin (MmCpn); purified Mm-Cpn ATPase, ADP Transcreener TR-FRET; Potency, µM (series often up to 76.9 µM), without a hit: top-dose activity, negative = inhibition, hits mostly inhibitors; hit rate 0.031% among 330,000; AID 504842; note: potency is the fitted concentration of half-maximal effect; % is set by controls: 0 for no effect and ±100 for the full control effect; nearly all actives have a fitted effect of over 80% in size
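Inhibition of chaperonin ATP hydrolysis is measured as reduced ADP production, detected by competitive TR-FRET in which signal falls with ADP. Final enzyme 25 nM and ATP 10 uM, reacted 30 min at 37°C.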
aSyn rescue: inhibitors of alpha-synuclein toxicity in yeast; Yeast expressing alpha-synuclein, growth rescue, BacTiter-Glo, 24 h; hit rate 0.14% among 370,000; Potency, µM (series often up to 46.1 µM), without a hit: top-dose growth rescue (activation), hits mostly activators; note: potency is the fitted concentration of half-maximal effect; % of control where 0% means no effect; nearly all actives have a fitted effect of over 65% in size
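Rescue of yeast growth: cells expressing toxic alpha-synuclein, induced in galactose at OD600 0.02, incubated with compound 24 h at 30 C. ATP luminescence quantified growth; inhibitors of toxicity appear as activators.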
TDP-43 yeast inh: inhibitors of TDP-43 toxicity in yeast | TDP-43 expressing yeast growth rescue, BacTiter-Glo, 24 h | Potency, µM (series often up to 46.1 µM), inactives show top-dose growth rescue (activation), hits mostly activators | hit rate 1.8% among 410,000 | AID 652104; note: potency is the fitted concentration of half-maximal effect; % of control where 0% means no effect; nearly all actives have a fitted effect of over 50% in size
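In this qHTS, compounds that restore growth of yeast expressing TDP-43 appear as activators. Cells (OD600=0.02, galactose medium, raffinose-pregrown) are incubated with compound 24 hr at 30 deg C and growth is quantified by BacTiter-Glo.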
GLP-1R inv ag: acts as inverse agonist at human GLP-1 receptor; P43220; HEK293 GLP-1R CRE-luciferase, luminescence, 24 h; GLP-1R form is constitutively active; Potency, µM (highest dose often 38.3 µM), without a hit: top-dose activity change, negative = inhibition, actives largely listed as inhibitors; hit rate 1.6% among 410,000; note: potency is the fitted concentration of half-maximal effect; % is set by controls: 0 for no effect and ±100 for the full control effect; nearly all actives have a fitted effect of over 55% in size
Target sequence (P43220 whole entry, looked up): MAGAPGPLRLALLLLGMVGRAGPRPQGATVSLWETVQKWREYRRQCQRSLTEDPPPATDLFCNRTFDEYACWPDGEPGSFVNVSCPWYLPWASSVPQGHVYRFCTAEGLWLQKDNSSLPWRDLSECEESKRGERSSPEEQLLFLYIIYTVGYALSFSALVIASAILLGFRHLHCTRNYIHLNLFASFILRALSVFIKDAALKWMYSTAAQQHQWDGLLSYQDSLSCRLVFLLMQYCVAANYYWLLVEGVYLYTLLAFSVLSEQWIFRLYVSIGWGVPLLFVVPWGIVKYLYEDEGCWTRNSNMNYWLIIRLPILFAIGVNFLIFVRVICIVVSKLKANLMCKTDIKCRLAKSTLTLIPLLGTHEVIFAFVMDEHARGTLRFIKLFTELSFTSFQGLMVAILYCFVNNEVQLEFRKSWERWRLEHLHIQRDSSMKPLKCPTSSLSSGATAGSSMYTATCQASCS
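Inverse agonists were sought by their lowering of basal cAMP reporter luciferase output in HEK293 cells stably carrying constitutively active human GLP-1R, after 24 h compound treatment.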
Abeta yeast res: restores growth of yeast expressing A-beta42 peptide | hit rate 0.063% among 410,000 | AID 1347071 | Potency, µM (series often up to 46.1 µM), for the others: top-dose growth rescue, actives largely listed as activators | yeast expressing A-beta42, growth rescue, OD600, 48 h; response scale: 0% DMSO, 100% iron-clioquinol control; note: potency is the fitted concentration of half-maximal effect; nearly all actives have a fitted effect of over 55% in size
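Yeast growth medium received pinned compounds, then yeast cells expressing toxic A-beta were added; plates incubated at 30 C for 48 hr. Growth read as absorbance at 600 nm, normalized to DMSO and equimolar FeCl3 plus clioquinol controls.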
PTHR1 agonist: agonists of human PTHR1 parathyroid hormone receptor | Potency, µM (doses to about 115 µM), for inactives: at the highest dose activation, actives largely listed as activators | hit rate 0.075% among 410,000 | HEK293 GP2 PTHR1 cells, GloSensor cAMP luminescence, 1 h; note: potency is the fitted concentration of half-maximal effect; nearly all actives have a fitted effect of over 55% in size; some results filed as inactive show a strong effect at the top dose; inactives centre near -15; many of its hits are not listed in these tables
Target sequence (Q03431 whole entry, looked up): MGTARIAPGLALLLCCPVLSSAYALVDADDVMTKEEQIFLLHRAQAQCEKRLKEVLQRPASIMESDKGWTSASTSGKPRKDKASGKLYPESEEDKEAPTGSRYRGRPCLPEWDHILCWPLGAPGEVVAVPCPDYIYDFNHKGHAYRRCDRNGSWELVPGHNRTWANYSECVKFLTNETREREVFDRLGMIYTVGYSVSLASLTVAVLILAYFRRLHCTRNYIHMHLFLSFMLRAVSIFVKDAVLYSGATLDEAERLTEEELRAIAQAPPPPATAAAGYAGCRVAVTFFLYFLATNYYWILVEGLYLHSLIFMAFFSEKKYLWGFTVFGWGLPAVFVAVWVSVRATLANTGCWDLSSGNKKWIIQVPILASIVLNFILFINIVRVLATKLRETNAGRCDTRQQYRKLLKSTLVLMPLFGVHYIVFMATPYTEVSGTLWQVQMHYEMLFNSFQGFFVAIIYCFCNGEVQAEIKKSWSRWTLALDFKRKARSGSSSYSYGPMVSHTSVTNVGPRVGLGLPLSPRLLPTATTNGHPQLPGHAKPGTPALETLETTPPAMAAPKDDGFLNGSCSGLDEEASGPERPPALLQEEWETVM
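HEK-293-derived GP2 cells expressing PTHR1 and a GloSensor cAMP reporter, 3,000/well, plated overnight, given luciferin plus IBMX (each 0.5 mM as added) for 1 h at 37 °C, then compound for 1 h at 37 °C. Luminescence was read after 15 min at room temperature.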
Numbers without * were called inactive; i = inactive; ? = inconclusive; / = not tested or not shown; [ ] = dose if it differs, or a comment. Unless noted, calls come from the whole dose curve; as a rule, active = well fitted curve in the direction sought with a large enough effect; inconclusive = small, poorly fitted or top-dose-only effect, or another doubt; inactive = no such curve, though single readings can be large; an effect the other way counts as inactive or inconclusive. A portion of the library (hit frequency here may not be typical).

| item | canonical_smiles | HEK293 tox | FUS suppressor | Akt phos inh | Mm-Cpn inhibitor | aSyn rescue | TDP-43 yeast inh | GLP-1R inv ag | Abeta yeast res | PTHR1 agonist |
| --- | --- | --- | --- | --- | --- | --- | --- | --- | --- | --- |
| 1 | O=C(c1noc2c1CCCC2)N1CCN(c2ccc(F)cc2)CC1 | -8% | 3% | i | 0% | 0% | 14% | 0% | -5% | -22% |
| 2 | CN1CCN(c2nc3c(c(=O)[nH]c(=O)n3C)n2Cc2cccc3ccccc23)CC1 | 1% | -8% | i | 1% | 1% | 25% | 14% | 10% | -5% |
| 3 | COc1nc2ccc(C)cc2cc1-c1noc(-c2ccccc2)n1 | -2% | -9% | i | -10% | 0% | -5% | 28% | -4% | i |
| 4 | COc1ccc(NC(=O)C2Cc3c(-c4cccc(NC(C)=O)c4)ccnc3O2)cn1 (stereo not drawn) | ? | -1% | i | / | -4% | 9% | ? | -5% | i |
| 5 | O=C(/C=C/c1ccccc1)Nc1cccnc1Oc1ccccc1F | -6% | 13% | i | 0% | 6% | ? | ? | -2% | -3% |
| 6 | O=C(/C=C1\NCC2c3ccccc3CCN2C1=O)c1ccccc1 (stereo not drawn) | 13% | -7% | i | -3% | -8% | 7% | 0% | 8% | -12% |
| 7 | CC(=O)c1c(C)oc2ccc(N(C(C)=O)S(=O)(=O)c3ccc(Cl)c([N+](=O)[O-])c3)cc12 | -19% | -2% | i | -2% | 3% | 24% | ? | 11% | -36%[inhibitor] |
| 8 | Cc1cccc(C)c1NC(=S)N1CCC(N(C)CC2CCCO2)CC1 (stereo not drawn) | 0% | 12% | i | 0% | 3% | -14% | 11% | 16% | -6%[57.5 µM] |
| 9 | O=c1c2c3c(sc2ncn1-n1cccc1)CCCCC3 | -6% | 0% | i | 0% | 7% | 13µM* | ? | -38%[inhibitor] | -72%[inhibitor] |
| 10 | CCOC(=O)C(=CNc1ccc(-c2ccco2)c(Cl)c1)C(=O)OCC | 9% | 35% | i | -9% | 7% | -2% | 0% | 3% | 1% |
| 11 | CCCCSc1nnc(-c2ccccc2)c2ccccc12 | 12% | / | i | -7% | 3% | ? | 0% | 5% | -44%[inhibitor] |
| 12 | O=C(Cn1c(=O)n(-c2ccccc2)c(=O)c2c3c(sc21)CCC3)c1ccc(Br)cc1 | 4% | -4% | / | / | / | 9% | 12% | 1% | -8% |
| 13 | O=C(NCc1ccccc1)C(=O)NCC1OCCN1C(=O)c1ccc(Cl)cc1 (stereo not drawn) | -6% | 9% | i | 0% | -3% | 6% | -3% | -20% | -47%[inhibitor] |
| 14 | COc1cccc(C(=O)Nc2cccc(C(=O)OCc3cc(=O)n4c(C)csc4n3)c2)c1 | -15% | 22% | / | / | / | 8% | 10% | 0% | i |
| 15 | CCCOc1ccc(C2/C(=C(/O)c3ccc(F)cc3)C(=O)C(=O)N2CCCN(C)C)cc1 (stereo not drawn) | -1% | 9% | i | -2% | ? | 24% | -2% | 4% | i |
| 16 | O=C(CSc1nnc(-c2cccs2)n1-c1ccccc1)N1CCCc2ccccc21 | -23% | 41% | i | -7% | -1% | -8% | ? | 16% | -11%[57.5 µM] |
| 17 | COc1cccc(NCc2cccn2-c2nnc(N3CCC(C)CC3)s2)c1 | 1% | ? | / | / | 18% | ? | ? | -12% | -28% |
| 18 | CCOc1ccc(CCNC(=O)c2sc3nc4n(c(=O)c3c2C)CCC4)cc1OCC | 2% | 12% | i | -6% | -1% | 16% | 8% | 11% | i |
| 19 | COc1ccc(/C=N\NC(=O)COc2ccccc2Cl)cc1Cn1nc(C)cc1C | ? | 10% | i | 3% | -1% | 12% | -51% | 13% | -17% |
| 20 | Cc1cc(C)c(Nc2cc(S(=O)(=O)O)c(N)c3c2C(=O)c2ccccc2C3=O)c(C)c1 | -29% | / | i | -8% | -31%[inhibitor] | -12% | ? | -49%[inhibitor] | -35%[inhibitor] |
| 21 | CN1CCN(c2ccc(C(F)(F)F)cc2NC(=O)c2ccco2)CC1 | 9% | -8% | i | -4% | -3% | -10% | ? | -7% | i |
| 22 | CC(=O)Oc1ccccc1Cn1c(C)c(C(=O)N(C)Cc2ccc(F)cc2)sc1=O | 1% | 8% | i | / | 4% | 24% | -11% | 1% | -15% |
| 23 | CC(C)(C)NC(=O)Cn1nnc(-c2ccc(Cl)cc2)n1 | 2% | 3% | i | 1% | 5% | -16% | -19% | 20% | -4%[57.5 µM] |
| 24 | CCOC(=O)C1CCCN(C(=O)Cn2nc(CC)n3c(cc4occc43)c2=O)C1 (stereo not drawn) | -6% | 6% | / | / | / | -12% | 3% | -15% | i |
| 25 | COc1ccc(NC(=O)c2c[nH]n3c(=O)cc(C4CCN(C(=O)OC(C)(C)C)CC4)nc23)cc1Cl | -9% | -19% | i | 1% | -2% | 23% | 19% | -10% | -24% |
| 26 | O=C(Cn1nc(C(F)F)cc1C(F)F)NNC(=S)Nc1ccc([N+](=O)[O-])cc1 | -17% | 7% | i | 1% | -16% | -17%[9.22 µM] | -6% | 3% | i |
| 27 | COC(=O)c1cc(C)nc(Nc2nc(C(N)Cc3ccc(F)cc3)cs2)n1 (stereo not drawn) | 3% | 4% | i | / | 2% | 27% | 9% | -2% | -11% |
| 28 | O=S(=O)(c1ccccc1)N1CCNc2ccccc21 | 5% | 6% | i | / | 14% | -8% | -2% | -5% | i |
| 29 | Cc1ccccc1CN1C(=O)C2(c3ccccc31)N(c1ccccc1)C(=O)CS2(=O)=O (stereo not drawn) | 2% | 12% | / | / | -4% | -10% | 9% | -5% | -39%[inhibitor] |
| 30 | Cc1csc2c(=O)sc(NC(=O)c3ccc(F)cc3)nc12 | 19% | -9% | i | -21% | 1% | -8% | 15% | -8% | -22% |
| 31 | COc1ccc(-n2nc(C(=O)N3CCN(c4cccc(C)c4)C(C)C3)c3c4ccccc4n(C)c3c2=O)cc1 (stereo not drawn) | -1% | -24% | / | / | / | 21% | -3% | 3% | i |
| 32 | O=S(=O)(Cc1cc(Cl)nc(-c2cccnc2)n1)c1ccccc1 | -32% | 4% | i | -3% | 11% | 1% | 23% | -15% | -24% |
| 33 | COc1ccc(OCc2cc(C(=O)N3C[C@@H](C)O[C@@H](C)C3)no2)c(Cl)c1 | 12% | 14% | i | 1% | 12% | 23% | -25% | 6% | i |
| 34 | Cc1ccc(-n2ncc3c(N4CCC(C(N)=O)CC4)ncnc32)c(C)c1 | 2% | 15% | / | -1% | / | -12% | -8% | -6% | ? |
| 35 | COc1ccc(NC(=O)C(c2ccc(C#N)cc2)n2c(=O)c(-c3cc4ccccc4[nH]3)nc3ccccc32)cc1 (stereo not drawn) | 297%[activator] | 39% | i | / | -5% | ? | ? | 18% | i |
| 36 | CCOc1ccccc1N(CC(=O)Nc1ccc(OC)cc1)S(=O)(=O)c1ccccc1 | -7% | -18% | i | 0% | 11% | 23% | ? | 24% | i |
| 37 | COc1ccc(C(=O)NC(=S)Nc2cccc3cc(O)ccc23)cc1OC | -26% | 30% | i | -16% | 3% | 29% | ? | -9% | i |
| 38 | Cc1cc(Nc2nc3ccccc3nc2Cl)n(-c2ccc([N+](=O)[O-])cc2)n1 | ? | -19% | i | -2% | -5% | -4% | ? | 18% | -34%[inhibitor][57.5 µM] |
| 39 | O=C(CNC(=O)c1ccco1)N/N=C/c1cc(Br)ccc1O | -9% | -6% | i | -4% | -1% | -1% | ? | 3% | i |
| 40 | Cc1cc(OCC(=O)Nc2ccc(N3CCCC3)cc2)cc(C)c1Cl | -4% | 17% | i | -2% | 4% | 19% | -3% | 22%[9.22 µM] | -5% |
| 41 | Cc1nc(N)c(Cc2ccccc2F)c(N)n1 | 0% | -29% | i | 0% | -1% | 18% | 2% | 5% | i |
| 42 | O=C(CSc1nnc(C2CC2)n1Cc1ccccc1)NCc1ccccc1 | 1% | 10% | i | 2% | 2% | -3% | -4% | -7% | -10% |
| 43 | COc1cc(OC)cc(-n2c(=O)c3sccc3n(Cc3ccc(F)cc3)c2=O)c1 | -16% | 0% | / | / | / | 6% | 8% | -14% | -16% |
| 44 | Nc1ccc(-c2nnc(-c3ccc(N)cc3)o2)cc1 | -10% | 6% | i | -7% | -3% | -10% | 68%[activator] | -7% | -6% |
| 45 | CCN(CC)CCn1c(SCC(=O)NCCC2=CCCCC2)nc2c(sc3ccccc32)c1=O | -1% | 7% | i | -3% | -1% | / | 1% | 1% | i |
| 46 | CC(=O)Nc1c(C)nn(-c2ccccc2)c1N1CCC(C(=O)Nc2ccccc2C(F)(F)F)CC1 | -4% | 2% | / | / | / | 21% | 21% | -2% | -16% |
| 47 | NC(=O)c1cccc([N+](=O)[O-])c1 | 3% | -23% | i | 2% | 1% | 0% | 6% | -15% | -14% |
